From PubChem
CHRM1 antagonist: human M1 muscarinic receptor antagonists, primary screen, CHO-K1 cells, Fluo-8 calcium fluorescence, 1536-well; Muscarinic acetylcholine receptor M1 (Homo sapiens), P11229; CHO-K1 hM1, ACh EC80 antagonist; inhibition, % at 3 µM; 360,000 compounds, 1.3% hits;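 active = percent inhibition above its own plate's cutoff, namely the mean of that plate's compound wells plus 3 SD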;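 also: peak over basal fluorescence ratio during 140 s after agonist addition; 0% = ACh EC80 plus DMSO and 100% = DMSO alone without agonist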
CHRM1 PAM: human M1 muscarinic receptor positive allosteric modulators, primary screen, CHO-K1 cells, Fluo-8 calcium fluorescence, 1536-well | Muscarinic acetylcholine receptor M1 (Homo sapiens), P11229 | CHO-K1 hM1, ACh EC20; 0% = ACh EC20, 100% = maximal ACh | activation, % at 3 µM | 360,000 compounds, 0.088% hits; in the data active = activation above about 19%, passing the limit was not always enough
M1 ag parental: counter-screen for M1 agonists: effect in parental CHO-K1 cells; activation, % at 3 µM; 360,000 compounds, 0.48% hits; Fluo-8 calcium fluorescence; scaled to maximal ATP response, vehicle zero; in the data active = activation above about 15%;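 also: untransfected CHO-K1 host cells lacking M1 receptor as counterscreen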
CHO-K1 Ca antag: nonselective inhibitor or artifact in parental CHO-K1 cells. ATP-induced calcium, Fluo-8 fluorescence. 360,000 compounds, 0.6% hits. inhibition, % at 3 µM. AID 602250;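 active = inhibition above a per-plate cutoff, the plate's mean sample inhibition plus 3 SD, cut at about 24% in these data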;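 also: 0% = DMSO plus EC80 ATP and 100% = DMSO alone without ATP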
M1 ag: human M1 muscarinic receptor agonists, primary screen, Fluo-8 calcium fluorescence, CHO-K1 cells, HTS; Muscarinic acetylcholine receptor M1 (Homo sapiens), P11229; CHO-K1 hM1, agonist mode; 0% DMSO, 100% acetylcholine EC100; activation, % at 3 µM; 360,000 compounds, 0.33% hits; AID 588814, 2011;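 active = activation above the run's mean compound activation plus 3 SD, cut at about 16% in these data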;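 also: peak over basal fluorescence ratio within a 140 s kinetic read after compound addition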
CHRM4 agonist: human M4 muscarinic receptor agonists, primary screen, CHO-K1 cells, Fluo-8 calcium fluorescence; AID 624127, 2012; CHO-K1 hM4/Gqi5; vehicle 0%, full acetylcholine response 100%; 360,000 compounds, 0.14% hits; activation, % at 3 µM;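 active = activation above the run mean over all test wells plus 3 SD, cut at about 32% in these data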;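 also: peak over basal fluorescence ratio per well then scaled between controls; 0% = DMSO wells and 100% = acetylcholine at EC100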
Target sequence (P08173 whole entry, looked up): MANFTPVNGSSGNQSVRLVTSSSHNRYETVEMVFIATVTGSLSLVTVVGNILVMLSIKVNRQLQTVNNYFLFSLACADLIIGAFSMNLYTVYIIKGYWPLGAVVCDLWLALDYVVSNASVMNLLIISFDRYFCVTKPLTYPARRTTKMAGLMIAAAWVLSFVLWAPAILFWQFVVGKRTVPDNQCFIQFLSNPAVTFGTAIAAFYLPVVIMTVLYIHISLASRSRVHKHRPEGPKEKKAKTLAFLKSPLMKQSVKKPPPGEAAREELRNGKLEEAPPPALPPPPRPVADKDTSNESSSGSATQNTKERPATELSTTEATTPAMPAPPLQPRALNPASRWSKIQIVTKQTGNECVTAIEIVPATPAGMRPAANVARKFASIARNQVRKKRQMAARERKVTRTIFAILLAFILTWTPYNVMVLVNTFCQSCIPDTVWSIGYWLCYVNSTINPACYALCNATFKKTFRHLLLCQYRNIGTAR
CHO parental Ca: ATP-evoked calcium signal inhibitors, parental CHO, primary screen, counter-screen for OX1R antagonist project, cell-based, fluorescence, Fluo-8 calcium dye. parental CHO-K1, ATP-induced calcium, Fluo-8 fluorescence. inhibition, % at 5.6 µM. 330,000 compounds, 0.63% hits;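 active = inhibition above that plate's mean sample inhibition plus 3 SD, cut at about 26% in these data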;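 also: 0% = ATP-challenged DMSO wells and 100% = DMSO wells without ATP; some compounds past the cut are filed as inactive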
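material = parental CHO cells | also added = ATP as calcium-mobilizing challenge | dosing = single point at 5.6 µM | detection = intracellular calcium via Fluo-8 no-wash fluorescent dye | read-out = % inhibition | benchmarks = low control ATP plus DMSO, high control DMSO only | repeats = one well per compound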
OXTR potentiate: human OXTR potentiators, primary screen, fluorescence, CHO-OTR cells, Fluo-8 calcium; AID 2445, 2010; activation, % at 3 µM; 320,000 compounds, 0.061% hits; Fluo-8 calcium fluorescence, potentiator mode; 0% = oxytocin EC15, 100% = EC100; Oxytocin receptor (Homo sapiens), P30559;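 active = activation above that plate's cutoff, the mean activation of tested compounds plus 3 SD, cut at about 6.6% in these data, passing the limit was not always enough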;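 also: 100% uses oxytocin at 75 nM as the full agonist control; some results filed as inactive read as strong as hits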
Target sequence (P30559 whole entry, looked up): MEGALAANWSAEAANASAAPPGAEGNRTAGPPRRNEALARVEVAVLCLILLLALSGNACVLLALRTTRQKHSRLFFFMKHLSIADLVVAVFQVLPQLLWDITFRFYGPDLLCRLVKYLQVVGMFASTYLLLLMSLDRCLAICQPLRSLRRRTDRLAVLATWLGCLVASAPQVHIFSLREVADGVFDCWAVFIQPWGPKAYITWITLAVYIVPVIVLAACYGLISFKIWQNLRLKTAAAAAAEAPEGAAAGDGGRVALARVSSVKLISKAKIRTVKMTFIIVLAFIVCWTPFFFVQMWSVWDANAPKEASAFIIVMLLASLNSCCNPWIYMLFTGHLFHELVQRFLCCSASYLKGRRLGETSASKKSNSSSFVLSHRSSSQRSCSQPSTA
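Assay system: CHO cell line stably expressing human OTR. Reagent: EC15 oxytocin agonist. Dosing: single dose, 3.0 µM nominal final compound concentration. Timing: compound 6 min at room temperature before oxytocin, 100 s read. Signal: kinetic Fluo-8 calcium fluorescence. Controls: oxytocin EC15 low and EC100 high.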
M4 antag: human M4 muscarinic receptor antagonists, primary screen, CHO cells, Fluo-8 calcium fluorescence; Muscarinic acetylcholine receptor M4 (Homo sapiens), P08173; CHO-hM4 cells, ACh EC80; inhibition, % at 3 µM; 360,000 compounds, 0.73% hits; AID 624125, 2012;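 active = inhibition above its plate's cutoff, the mean inhibition of sample wells plus 3 SD, cut at about 27% in these data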;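 also: 0% = acetylcholine EC80 with DMSO and 100% = DMSO without agonist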
* = called active by the depositor; x = no result given. Rows are unselected. Share with any hit: about 2.9%.

Start of the listing, in advance (10 entries):
SMILES	CHRM1 antagonist	CHRM1 PAM	M1 ag parental	CHO-K1 Ca antag	M1 ag	CHRM4 agonist	CHO parental Ca	OXTR potentiate	M4 antag
Cc1ccn2c(NC3CCCCC3)c(C(C)C)nc2c1	-17	-4	0.8	-6	-6	0	-12	-13	-3
O=C(COC(=O)c1cc(=O)[nH]c(=O)[nH]1)NCc1ccccc1	-1	-4	1.4	-18	-2	0	3	-1	3
CN(C)CCCNC1=CC(=O)OC12CCCCC2	8	0	0.0	0	-5	1	-8	5	-5
O=S(N1CCc2ccccc21)C12CC3CC(CC(C3)C1)C2 (stereo not drawn)	1	-4	0.4	-8	-6	0	-27	0	11
CCNc1nc(NCC)n2c(SCC(=O)c3ccccc3F)nnc2n1	-14	11	-0.3	-11	-5	6	-21	0	2
NNc1nc2c(F)cccc2s1	-15	-7	0.4	-4	-7	0	-12	-1	-2
COc1ccc(NC(=O)c2ccccc2N(Cc2ccccc2)S(C)(=O)=O)c(OC)c1	-10	4	1.3	-9	-2	2	-24	-8	1
CCNc1nc(C)nc2c1oc1ccccc12	9	-4	0.4	-5	-5	0	-14	-2	2
COc1ccc(CCNC(=O)Cn2nnc(-c3cccs3)n2)cc1OC	-6	10	0.4	-6	0	1	-5	-1	2
CCN(CC)C(c1ccc(C)cc1)c1nnnn1C1CCCCC1 (stereo not drawn)	-2	5	-0.4	-12	-6	-3	26*	2	-1

This part in full, from the start:
SMILES	CHRM1 antagonist	CHRM1 PAM	M1 ag parental	CHO-K1 Ca antag	M1 ag	CHRM4 agonist	CHO parental Ca	OXTR potentiate	M4 antag
Cc1ccn2c(NC3CCCCC3)c(C(C)C)nc2c1	-17	-4	0.8	-6	-6	0	-12	-13	-3
O=C(COC(=O)c1cc(=O)[nH]c(=O)[nH]1)NCc1ccccc1	-1	-4	1.4	-18	-2	0	3	-1	3
CN(C)CCCNC1=CC(=O)OC12CCCCC2	8	0	0.0	0	-5	1	-8	5	-5
O=S(N1CCc2ccccc21)C12CC3CC(CC(C3)C1)C2 (stereo not drawn)	1	-4	0.4	-8	-6	0	-27	0	11
CCNc1nc(NCC)n2c(SCC(=O)c3ccccc3F)nnc2n1	-14	11	-0.3	-11	-5	6	-21	0	2
NNc1nc2c(F)cccc2s1	-15	-7	0.4	-4	-7	0	-12	-1	-2
COc1ccc(NC(=O)c2ccccc2N(Cc2ccccc2)S(C)(=O)=O)c(OC)c1	-10	4	1.3	-9	-2	2	-24	-8	1
CCNc1nc(C)nc2c1oc1ccccc12	9	-4	0.4	-5	-5	0	-14	-2	2
COc1ccc(CCNC(=O)Cn2nnc(-c3cccs3)n2)cc1OC	-6	10	0.4	-6	0	1	-5	-1	2
CCN(CC)C(c1ccc(C)cc1)c1nnnn1C1CCCCC1 (stereo not drawn)	-2	5	-0.4	-12	-6	-3	26*	2	-1
COc1ccccc1C(=O)NC(=O)COC(=O)CNC(=O)c1ccc(Cl)cc1Cl	-2	1	0.5	-4	-3	1	-3	-7	-11
Cc1ccc(C)c(OCc2nnc(NC(=O)c3ccc4c(c3)OCO4)s2)c1	-20	9	0.6	-16	-2	1	-6	2	-3
Cc1ccc(Sc2nc(-c3ccccc3)nnc2C(F)(F)F)cc1	1	-1	-0.5	0	-4	0	2	0	14
CC(=O)c1ccc(N2CCN(CC(=O)NC(=O)NCc3ccccc3)CC2)cc1	-4	4	-0.3	4	0	1	-6	-4	1
c1csc(-c2ccc(N3CCOCC3)nn2)c1	0	-3	-0.9	16	-4	0	-6	8	1
Cc1sc(NC(=O)c2ccccc2F)c(CN2CCCCC2)c1C	-4	2	-0.6	-6	-9	-1	-24	3	0
CC1(C)NC(=O)N(CCCCOc2ccc3ccccc3c2Cl)C1=O	13	-2	4.5	-3	-2	8	-18	-8	0
Nc1n[nH]c2ccccc12	-5	5	0.2	-3	-6	1	22	-8	6
Cc1ccc(S(=O)(=O)N2CCN(C(=O)COC(=O)COc3cccc4c3OC(C)(C)C4)CC2)cc1	-10	3	0.8	-6	-6	3	-20	-1	-9
CN1CCN(S(=O)(=O)c2cccc(C(=O)NCc3ccccc3Cl)c2)CC1	14	3	0.6	-14	-4	4	-12	-6	-8
CCN(CC)c1ccc(/C=N/NC(=O)CC(C)C)cc1	17	-6	3.9	1	-5	15	1	-5	-12
C=C(C)CNC(=S)N/N=C\c1ccc2c(c1)OCO2	-32	11	1.7	-10	-2	1	-9	-1	8
C[C@@H]1CN([C@H](C)CO)C(=O)c2cc(Br)cnc2O[C@H]1CN(C)Cc1ccccc1	3	-9	1.3	1	-13	1	x	x	8
O=C(CCc1ccccc1)Nc1cccc(S(=O)(=O)N2CCOCC2)c1	-6	3	1.4	-9	-2	4	-15	-5	-3
Cc1nc2c3ccccc3[nH]c(=O)n2n1	-4	8	-0.2	7	-3	1	17	-10	-7
SMILES	CHRM1 antagonist	CHRM1 PAM	M1 ag parental	CHO-K1 Ca antag	M1 ag	CHRM4 agonist	CHO parental Ca	OXTR potentiate	M4 antag
CC(C)(C)/C=N/NC(=O)C1CC1	-27	22	1.0	-12	0	1	-6	1	-11
CC(=O)Nc1cccc(Oc2ccc([N+](=O)[O-])cc2Cl)c1	-3	5	-0.3	8	-2	2	-14	-8	-1
Cc1cccc(NC(=O)CSc2nnc(-c3ccco3)o2)c1	-9	13	0.4	-8	-1	0	-13	-9	10
C/C(=C1/SC(N2CCOCC2)=NC1=O)c1ccc(Cl)cc1	-15	-2	-0.2	-6	0	-1	-5	-4	-15
CCOC(=O)C1=C(c2ccccc2)OC(N)=C(C#N)C1c1cccs1 (stereo not drawn)	6	3	2.1	-13	-6	2	-21	1	-17
COc1ccccc1-c1csc(C(C)(O)c2ccccc2)n1 (stereo not drawn)	-10	4	0.3	-20	-8	-2	x	x	-10
COCCCNC(=O)/C=C/c1c(Cl)cccc1Cl	4	-1	0.1	9	-6	0	6	-7	-10
CC(C)c1[nH]nc2c1C(C(C)C)C(C#N)=C(N)O2 (stereo not drawn)	-8	10	0.5	11	-1	1	2	-10	-5
Cc1ccc(NC(=O)c2cc(-c3cc(C)c(C)cc3O)n[nH]2)cc1C	-24	28*	-0.5	10	6	0	-15	-4	-4
CCOC(=O)Cc1nnc(-c2ccccc2)o1	-12	4	-0.3	-1	-1	-1	-10	-10	-16
Cc1ccc(C2c3c(oc4cc(C)c(C)cc4c3=O)C(=O)N2CCCN2CCOCC2)cc1 (stereo not drawn)	-9	6	0.3	6	-7	0	-11	-8	-8
Cc1ccc(S(=O)(=O)N2CCN(Cc3cccnc3)CC2)cc1	4	-2	0.8	-7	0	1	-11	-12	-2
O=C(Cn1cccc1C(=O)c1ccccc1)NCCN1CCOCC1	3	6	0.0	7	-2	1	-7	1	-4
COc1ccc(CCC(=O)NCC23CC4CC(CC(C4)C2)C3)cc1	7	-6	-0.2	14	-4	0	-8	-9	5
O=C(CSc1nnc(-c2cccnc2)o1)Nc1cccc(Cl)c1	-2	8	1.3	12	-3	4	-12	-4	-9
COc1cccc(NC(=O)CN(C)S(=O)(=O)c2ccc(C)cc2)c1	10	0	0.8	4	-4	2	-10	-16	-6
COc1ccc(S(=O)(=O)N/N=C/c2ccc(OCCN3CCOCC3)c(OC)c2)cc1	-11	7	0.5	-7	-11	0	-8	0	2
Cc1csc(N(C(=O)c2cccc(S(=O)(=O)N(C)C)c2)c2ccccc2)n1	4	-10	3.3	-4	-2	14	-25	-3	3
Cc1ccc(S(=O)(=O)N2CCCCC2)cc1NC(=O)CN1C(=O)c2ccccc2S1(=O)=O	0	-1	5.1	-15	-3	15	-14	-10	-14
COC(=O)c1ccc(CSc2nc3c(cnn3-c3ccc(C)c(C)c3)c(=O)[nH]2)o1	-7	2	-0.2	5	-3	0	-11	-5	7
COC(=O)c1cccc(S(=O)(=O)N2CCC(NC(=O)NC34CC5CC(CC(C5)C3)C4)CC2)c1	-2	5	-0.1	0	-3	1	-11	4	2
c1ccc(-c2ncc3c(ccc4ccccc43)n2)cc1	-8	1	-0.1	-4	-5	0	-8	-1	3
CCOC(=O)[C@]12CCCC=C1N(Cc1cccc3ccccc13)C(=O)[C@H](CC(=O)NCc1cccs1)C2	x	x	0.9	-9	x	1	x	x	-12
CC1=C(C(=O)N2CCOCC2)CC(CC(=O)NCc2cccc3ccccc23)C(=O)N1Cc1ccc(F)cc1 (stereo not drawn)	-11	9	0.9	-9	-6	1	x	x	0
O=C(N/N=C/c1ccco1)c1ccc(NC(=O)c2ccccc2Cl)cc1	-4	5	2.8	0	-11	6	-17	-2	10
SMILES	CHRM1 antagonist	CHRM1 PAM	M1 ag parental	CHO-K1 Ca antag	M1 ag	CHRM4 agonist	CHO parental Ca	OXTR potentiate	M4 antag
CC1CCCC(NS(=O)(=O)c2cccc3nsnc23)C1C (stereo not drawn)	-17	10	1.5	-8	-4	2	-13	-5	-5
O=C(CNS(=O)(=O)c1ccc(Cl)cc1)NC1CCCCC1	-6	7	3.1	-1	-1	2	-18	-4	0
COC(=O)c1[nH]c2cccc(Cl)c2c1NC(=O)CN1CCCCC1C (stereo not drawn)	-1	0	0.2	3	-9	1	-10	9	-8
OC1c2cc(Br)ccc2N=C2CCCCCN21 (stereo not drawn)	78*	-33	-0.1	14	-5	2	x	x	15
CCOC(=O)C1CCN(c2c(NCCN3CCN(c4ccccc4)CC3)c(=O)c2=O)CC1	-4	2	0.5	-6	-4	1	2	1	-6
O=C(COC(=O)CSc1ccc(Cl)cc1)NCCc1ccccc1	-8	15	-0.2	3	5	3	x	x	-14
O=C(COC(=O)c1cn(-c2ccccc2)nc1-c1ccccc1)c1cccc([N+](=O)[O-])c1	-2	7	-0.3	14	-2	0	-10	0	2
Cc1cc2cc(CCNC(=O)C(=O)c3c[nH]c4ccccc34)c(=O)[nH]c2cc1C	22	-7	5.8	9	1	13	-20	-12	19
